mlh1 rad18: NCI yeast anticancer drug screen, S. cerevisiae mlh1 rad18 strain; % growth inhibition at 50 µM; 79,000 tested, 11% active;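 further: 0% = growth of vehicle-only cultures of the same strain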
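A repair-deficient yeast strain is exposed to test compound, and growth is scored relative to vehicle-treated controls.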
yeast rad50: NCI yeast anticancer drug screen, S. cerevisiae rad50 strain | growth inhibition, % at 50 µM | 79,000 tested, 10% active | AID 155, 2004;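 further: 0% = growth of vehicle-only cultures of the same strain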
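Genetically altered yeast (DNA repair pathway); compound treatment; growth inhibition vs vehicle ctrl.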
mec2-1: NCI yeast anticancer drug screen, S. cerevisiae mec2-1 strain | 79,000 tested, 9% active | growth inhibition, % at 50 µM;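 further: 0% = growth of vehicle-only cultures of the same strain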
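Cells of the genetically defined mec2-1 yeast strain are incubated with test compound. Inhibition of growth is calculated against vehicle-treated controls.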
cln2 rad14: NCI yeast anticancer drug screen, S. cerevisiae cln2 rad14 strain. % growth inhibition at 50 µM. 78,000 tested, 8.3% active. AID 165, 2004;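 further: 0% = growth of vehicle-only cultures of the same strain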
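Growth of compound-exposed yeast (cln2 rad14 genotype) measured and expressed as inhibition relative to vehicle.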
yeast bub3: NCI yeast anticancer drug screen, S. cerevisiae bub3 mutant strain | growth inhibition, % at 50 µM | 78,000 tested, 9.9% active | AID 167, 2004;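 further: 0% = growth of vehicle-only cultures of the same strain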
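Screening used yeast with an engineered genetic alteration affecting cell cycle control. Compound-exposed cultures were compared with vehicle cultures, and reduced growth was taken as inhibition.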
yeast sgs1 mgt1: NCI yeast anticancer drug screen, S. cerevisiae sgs1 mgt1 strain; % growth inhibition at 50 µM; 78,000 tested, 10% active; AID 161, 2004;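 further: 0% = growth of vehicle-only cultures of the same strain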
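This yeast growth screen uses a strain with defined DNA-repair lesions; compound-treated growth is compared with vehicle-treated growth.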
* = called active by the depositor. No stated cut-off is given here; in the data, active means growth inhibition above about 70%; inactive means the rest. This is a random part of the collection. Share with any hit: about 13%.

A first look (2 entries):
SMILES	mlh1 rad18	yeast rad50	mec2-1	cln2 rad14	yeast bub3	yeast sgs1 mgt1
O=[N+]([O-])c1ccc(Cc2nc3ccccc3s2)cc1	31	37	14	22	65	6
Cc1cc(Cl)ccc1NC(=O)C1C(=O)N(c2ccc(Cl)cc2C)C(=O)/C1=N\NC(N)=S (stereo not drawn)	-27	-17	-7	0	-2	-22

Results, repeating the preview:
SMILES	mlh1 rad18	yeast rad50	mec2-1	cln2 rad14	yeast bub3	yeast sgs1 mgt1
O=[N+]([O-])c1ccc(Cc2nc3ccccc3s2)cc1	31	37	14	22	65	6
Cc1cc(Cl)ccc1NC(=O)C1C(=O)N(c2ccc(Cl)cc2C)C(=O)/C1=N\NC(N)=S (stereo not drawn)	-27	-17	-7	0	-2	-22
COc1ccc(C2CC(=O)Oc3cc4c(cc32)OCO4)cc1 (stereo not drawn)	-16	-10	-8	-12	-2	-11
CNc1c(C)cc(C#N)cc1C	-5	7	1	0	-5	-11
COc1cc(C=O)c(Cl)cc1OC(C)=O	28	33	22	33	-10	36
CC(C)(C)C(=O)C(C#N)C(=O)C(C)(C)C	-14	9	-20	16	-20	-7
COC(=O)CC[N+]1=CCC(c2ccccc2)(c2ccccc2)O1	-8	-10	-25	6	-16	-21
CCOC(=O)CCCC(=O)OCC	20	21	-8	8	23	2
O=C(O)CNC(=O)CNC(=O)C(CCC(=O)OCc1ccccc1)NC(=O)OCc1ccccc1 (stereo not drawn)	15	27	12	9	6	14
Cc1cc(C)nc(NS(=O)(=O)c2ccc(NC(=O)c3cccc4c(Nc5ccc(S(=O)(=O)Nc6nc(C)cc(C)n6)cc5)c5ccc(Cl)cc5nc34)cc2)n1	31	27	36	33	20	24
O=C(Nc1ccc(OCc2ccccc2)cc1)c1cccnc1	5	-1	3	-18	-16	-5
CN(C)c1ccc2c(c1)C(=O)c1ccccc1-2	6	39	8	14	7	17
CCN(CC)C(=O)C(C)OC(C)=O (stereo not drawn)	27	-21	18	-16	9	-12
C=C1C(=O)OC2C1C(OC(=O)/C(C)=C/C)CC(O)(CCl)C1C(O)C3OC3(C)C21O (stereo not drawn)	-79	14	13	-7	-4	-5
CCOc1ccc(C(C)c2cc3c(cc2OC)OCO3)cc1 (stereo not drawn)	12	21	2	-2	28	21
O=[N+]([O-])c1ccc(/C=C/C=C/c2ccccc2)c(Cl)c1	-11	-9	-18	-45	-5	-3
O=C(/C=C/c1ccccc1)CCN1CCCCC1	33	38	37	47	41	46
CCCCCCSc1ccc(C)cc1	6	-24	-5	-21	2	-6
Cn1cncc1CC1COC(=O)C1C(O)c1ccccc1 (stereo not drawn)	-54	11	8	-2	-27	-14
CCC1CN2N=Cc3ccccc3C2=N1 (stereo not drawn)	-16	-14	5	-44	-23	-5
O=C(NNC(=O)C(F)(F)F)C(F)(F)F	-2	1	-3	-10	-13	-5
CC(=O)N(O)c1ccc2c(c1)Cc1cc(F)ccc1-2	97*	97*	94*	93*	98*	97*
CCCC(=O)/C=C\c1c(C)[nH]c2ccccc12	7	-3	-1	-48	-19	-3
Nc1nc2c(nnn2-c2ccccc2)c(=O)[nH]1	-11	-11	11	-5	8	-15

16 structures out of the list, ordered by molar mass, low to high:
SMILES	mlh1 rad18	yeast rad50	mec2-1	cln2 rad14	yeast bub3	yeast sgs1 mgt1
CCOC(=O)CCCC(=O)OCC	20	21	-8	8	23	2
CCC1CN2N=Cc3ccccc3C2=N1 (stereo not drawn)	-16	-14	5	-44	-23	-5
CCCCCCSc1ccc(C)cc1	6	-24	-5	-21	2	-6
CC(C)(C)C(=O)C(C#N)C(=O)C(C)(C)C	-14	9	-20	16	-20	-7
CN(C)c1ccc2c(c1)C(=O)c1ccccc1-2	6	39	8	14	7	17
CCCC(=O)/C=C\c1c(C)[nH]c2ccccc12	7	-3	-1	-48	-19	-3
Nc1nc2c(nnn2-c2ccccc2)c(=O)[nH]1	-11	-11	11	-5	8	-15
O=C(/C=C/c1ccccc1)CCN1CCCCC1	33	38	37	47	41	46
CC(=O)N(O)c1ccc2c(c1)Cc1cc(F)ccc1-2	97*	97*	94*	93*	98*	97*
Cn1cncc1CC1COC(=O)C1C(O)c1ccccc1 (stereo not drawn)	-54	11	8	-2	-27	-14
CCOc1ccc(C(C)c2cc3c(cc2OC)OCO3)cc1 (stereo not drawn)	12	21	2	-2	28	21
O=C(Nc1ccc(OCc2ccccc2)cc1)c1cccnc1	5	-1	3	-18	-16	-5
COC(=O)CC[N+]1=CCC(c2ccccc2)(c2ccccc2)O1	-8	-10	-25	6	-16	-21
C=C1C(=O)OC2C1C(OC(=O)/C(C)=C/C)CC(O)(CCl)C1C(O)C3OC3(C)C21O (stereo not drawn)	-79	14	13	-7	-4	-5
O=C(O)CNC(=O)CNC(=O)C(CCC(=O)OCc1ccccc1)NC(=O)OCc1ccccc1 (stereo not drawn)	15	27	12	9	6	14
Cc1cc(C)nc(NS(=O)(=O)c2ccc(NC(=O)c3cccc4c(Nc5ccc(S(=O)(=O)Nc6nc(C)cc(C)n6)cc5)c5ccc(Cl)cc5nc34)cc2)n1	31	27	36	33	20	24

Following part.
SMILES	mlh1 rad18	yeast rad50	mec2-1	cln2 rad14	yeast bub3	yeast sgs1 mgt1
OC1CCN(Cc2ccccc2)CC1	26	12	-9	18	-10	1
O=C1c2ccccc2C2(c3ccccc3)C=NNC12c1ccccc1 (stereo not drawn)	25	22	7	4	56	18
CC(C)c1cc(C(C)C)c(O)c(C([O-])[O-])c1.CC(C)c1cc(C(C)C)c(O)c(C([O-])[O-])c1.CC(C)c1cc(C(C)C)c(O)c(C([OH2+])[OH2+])c1.CC(C)c1cc(C(C)C)c(O)c(C([OH2+])[OH2+])c1.[Cu+2].[Cu+2].[OH3+].[OH3+]	38	40	38	53	97*	43
CC1CCCN(CC(O)CN2CCCc3ccccc32)C1 (stereo not drawn)	97*	98*	95*	94*	96*	98*
N/N=C(\C(=O)Nc1ccc(Cl)cc1Cl)C(c1cnc2ccccc2n1)[N+](=O)[O-] (stereo not drawn)	0	12	-22	-21	-9	-4
O=C(O)c1ccc(N=CC2CO2)cc1 (stereo not drawn)	-3	-2	0	22	-10	7
O=C1c2cccc3cccc(c23)C(=O)N1CC1CCCO1 (stereo not drawn)	22	57	30	31	60	47
C1CSC2(S1)SCCSC21SCCS1	-22	2	-19	-33	-7	-5
Nc1nc(N)nc(SCCOCCSc2nc(N)nc(N)n2)n1	-7	-4	5	-46	-17	-1
[O-]C(=N/C(=N/[n+]1ccccc1)c1ccccc1)c1ccccc1	2	12	11	-9	-4	4
O=C1C=CC(=Nc2ccc(OC(=O)c3ccccc3)cc2)C=C1	9	10	-5	-35	-4	1
CCOC(=O)c1ccc2c(c1)Cc1cc([N+](=O)[O-])ccc1-2	58	44	16	4	81*	51
COc1ccc(-c2nc(N)nc(-c3cc(C)ccc3O)c2Cl)cc1	13	13	0	17	6	5
COc1cc2c3c(O)c1OCc1ccc(cc1)C[C@@H]1c4c(cc(OC)c(OC)c4Oc4ccc(cc4)CC3=NCC2)CCN1C	24	23	-8	18	28	19
COC(=O)c1ccc(Cl)nc1	-10	1	-9	-7	-11	-10
CCOC(=O)C(C)NC(=O)NC12CC3CC(CC(F)(C3)C1)C2 (stereo not drawn)	0	31	11	6	8	3
Nc1ccncc1N	14	-26	-17	-23	-15	-15
CC(C)C(=O)C(F)(F)F	-2	14	2	6	29	-21
NC(=O)N/N=C\CC(O)(C(F)(F)Cl)C(F)(F)Cl	-3	-34	-29	-2	3	-16
CCCCCCCCCCCCCCCCc1c(C(=O)OC)nc(NC#N)[nH]c1=O	-13	-36	-17	8	-12	-19
C=Cc1ccc(NC(=O)CCn2cnc3c(N)ncnc32)cc1	-5	0	26	-18	-3	16
N#C/C(=C\C=C\C1CCCCC1)C1CCC([N+](=O)[O-])CC1 (stereo not drawn)	28	17	22	21	16	29
Cc1nc(/N=C(\N)Nc2ccc(Cl)c(Cl)c2)[nH]c(=O)c1Cc1ccccc1	4	2	2	-7	-5	-10
CN(CCO)C1=CC(=O)C(N2c3ccccc3Nc3cc(O)c(N(C)CCO)cc32)=CC1=O	-9	18	9	2	-2	4
CCCC(=O)Nc1ccc(C)cc1	16	9	22	-25	-7	16
Clc1ccc(N=C2CCCCC2)cc1	2	12	-12	8	-18	0
COc1cccc(C2C(C(=O)Nc3cc(=O)n(C)c(=O)n3C)=C(C)NC(C)=C2C(=O)Nc2cc(=O)n(C)c(=O)n2C)c1O	15	-15	13	12	3	13
CN1N=CSC12C(=O)N(c1ccc(Cl)cc1)C(=O)N2c1ccc(Cl)cc1 (stereo not drawn)	12	18	4	30	51	11
CN(C)CCNC1=CC(=O)c2nc3ccccc3c3ccnc1c23	27	37	14	28	34	27
CCN(CCN1C(=O)C2CCCCC2C1=O)c1ccc(N=O)c(C)c1 (stereo not drawn)	97*	99*	99*	89*	99*	98*
CN(c1ccccc1)c1c(Cl)c(=O)oc2c1ccc1nc(-c3ccccc3)sc12	33	45	25	43	-4	36
CCOC(=O)/C=C(\Nc1ccccc1)c1ccccc1	-30	-10	-18	-16	19	-11
CCCCCCCCCCCC(=O)[O][Sn]([CH2]C)([CH2]C)[O]C(=O)CCCCCCCCCCC	89*	79*	88*	48	16	96*
Cc1ccc(NC(=O)CC(=O)n2nc(-c3ccccc3)c(N=Nc3ccccc3Cl)c2-c2ccccc2)cc1	11	9	-19	16	0	-8
Cn1cc(NC(=O)Nc2cc(C(=O)Nc3cc(C(=O)Nc4ccc(S(=O)(=O)O)c5cc(S(=O)(=O)O)ccc45)n(C)c3)n(C)c2)cc1C(=O)Nc1cc(C(=O)Nc2ccc(S(=O)(=O)O)c3cc(S(=O)(=O)O)ccc23)n(C)c1	-16	-53	-33	9	-6	-26
COC(=O)c1cccc2c([N+](=O)[O-])c(NC(C)=O)cc(C(=O)OC)c12	62	28	9	40	-14	51
CCC[CH2][Sn]([CH2]CCC)([S]/C(C#N)=N/N=C/c1ccc(N(C)C)cc1)[S]/C(C#N)=N/N=C/c1ccc(N(C)C)cc1	96*	97*	92*	95*	96*	96*
CC1=c2ccccc2=CCN1	3	-14	-10	-13	-1	-21
CCN(CC)CCCNc1nccc2c(C)c3[nH]c4ccncc4c3cc12	-36	59	-2	10	-6	-2
COc1ccc(CCNC(=O)CCCCCO)cc1OC	-9	19	6	0	-45	-36
COc1c(O)ccc(/C=N/NC(=S)NCOCCOC(C)=O)c1OC	-11	1	-4	22	10	2
CC(=O)Nc1ccc(OCCCc2ccccc2)c([N+](=O)[O-])c1	-3	-7	44	-21	20	24

Screening data (PubChem BioAssay)
